# ALDH1A1 block = ALDH1A1 (human) enzyme inhibition. P00352. 220,000 compounds, 7.3% hits. Potency, µM (highest dose often 75.3 µM), for inactives: at the highest dose activity, negative = inhibition, actives largely listed as inhibitors. Purified ALDH1A1, NADH fluorescence, propionaldehyde substrate; active means well fitted inhibition curve with a large enough effect, not every such curve was filed as active; inconclusive means small, poorly fitted or top-dose-only effect, or another doubt; inactive means no such curve, though single readings can be large or run the other way;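 further: plate controls were no enzyme wells and a reference inhibitor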
# Target sequence (P00352 whole entry, looked up): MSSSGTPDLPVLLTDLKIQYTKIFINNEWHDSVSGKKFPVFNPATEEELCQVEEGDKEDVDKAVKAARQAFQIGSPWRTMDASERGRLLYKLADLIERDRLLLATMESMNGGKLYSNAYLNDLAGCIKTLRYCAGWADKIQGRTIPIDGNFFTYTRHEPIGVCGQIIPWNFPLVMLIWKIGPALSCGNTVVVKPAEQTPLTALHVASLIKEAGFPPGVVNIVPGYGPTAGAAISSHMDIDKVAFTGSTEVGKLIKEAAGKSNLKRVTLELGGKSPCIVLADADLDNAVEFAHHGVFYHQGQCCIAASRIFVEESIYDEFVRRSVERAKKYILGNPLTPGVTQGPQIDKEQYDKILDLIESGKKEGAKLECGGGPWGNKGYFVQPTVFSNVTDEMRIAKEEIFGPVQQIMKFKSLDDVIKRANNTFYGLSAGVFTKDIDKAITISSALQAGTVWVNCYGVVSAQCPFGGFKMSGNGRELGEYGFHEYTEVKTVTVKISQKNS
# GAA glycogen mod = alters human alpha-glucosidase cleavage of glycogen | P10253 | recombinant GAA, glycogen substrate, Amplex Red glucose oxidase fluorescence | Potency, µM (doses to about 76.4 µM), for the others: top-dose activity change, negative = inhibition, usual class: inhibitors | 300,000 compounds, 0.38% hits;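 further: 0% = full enzyme reaction and -100% = no-enzyme basal signal; the screen sought inhibitors and activators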
#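 Recombinant enzyme (4 nM final) with compounds titrated up to 77 uM and bovine liver glycogen (30 ug) in citrate pH 5.0, 0.01% Tween-20, 37 C 40 min. Released glucose detected by Amplex Red/glucose oxidase (Ex 573/Em 610); AC50 from Hill fits.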
# Tau fluor counter = counter-screen for tau fibril formation inhibitors | tau K18 P301L (four-repeat tau fragment) Alexa594 fluorescence, heparin fibrillization | Potency, µM (top dose mostly 57.7 µM), inactives show top-dose activity change, negative = decrease | 280,000 compounds, 0.93% hits; further: on the % scale 0 is the no-effect control and ±100 the full control effect; nearly all actives have a fitted effect of over 55% in size
#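 Human K18 P301L tau (15 uM unlabeled plus 0.24 uM Alexa 594-labeled, final) in 100 mM sodium acetate pH 7 was mixed with compound and 20 uM heparin and incubated 6 hr at 37 C.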
# GAA inhib = blocks human lysosomal alpha-glucosidase | P10253 | purified human GAA, 4-MU-alpha-glucoside fluorescence | Potency, µM (top dose mostly 76.9 µM), without a hit: top-dose activity change, negative = inhibition, most hits filed as inhibitors | 200,000 compounds, 0.005% hits | AID 1466;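 further: plate controls were uninhibited enzyme wells for no effect and no-enzyme background for full effect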
#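 Enzyme (4 nM final) mixed with compound (up to 77 uM), then 4-MU-alpha-D-pyranoside (400 uM final) added; 20 min at room temperature, pH 5.0. Reaction stopped at pH 10, fluorescence read, AC50 derived by Hill fit.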
# GAA spleen mod = inhibits or activates alpha-glucosidase in human spleen homogenate. AID 2112. human spleen homogenate, 4-MU-alpha-glucoside fluorescence. Potency, µM (series often up to 79.9 µM), without a hit: top-dose activity change, negative = inhibition, most hits filed as inhibitors. 240,000 compounds, 0.006% hits;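 further: 0% = enzyme with vehicle and -100% = no enzyme basal signal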
#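 AC50 values come from Hill-equation fits of concentration-response data, normalized to no-enzyme and full-activity controls. Enzyme source: 1 ug human spleen homogenate; 1 mM fluorogenic 4-MU glucoside, pH 5.0 citrate buffer, 37 C, 40 min.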
# aGal spleen mod = inhibits or activates alpha-galactosidase in human spleen homogenate; 240,000 compounds, 0.008% hits; Potency, µM (series often up to 80 µM), for inactives: at the top dose activity change, negative = inhibition, most hits filed as inhibitors; P06280; human spleen homogenate, 4MU-alpha-Gal fluorescence, 40 min;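 further: 0% = enzyme with vehicle and -100% = no enzyme basal signal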
#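 qHTS titration in buffer at pH 5.0. Alpha-galactosidase activity in spleen homogenate was measured via 4-methylumbelliferone release from 1 mM fluorogenic substrate after 40 min at 37C and a pH 10 stop. AC50 came from Hill fits of control-normalized data.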
# Epigenetic derep = epigenetic control regulation, reporter derepression; murine LDR cells, GFP reporter derepression, 30 h; Potency, µM (series often up to 53.9 µM), inactives show at the top dose GFP activation, usual class: activators; 280,000 compounds, 0.2% hits; further: % of control where 0% means no effect; nearly all actives have a fitted effect of over 60% in size
#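 In this reporter-derepression format, murine cells bearing a silenced integrated CMV-GFP locus incubate with test compound (30 h, 37 C), then are washed and imaged; fluorescent objects of 20–120 um count as induced cells.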
# NPSR antag = blocks cAMP signaling of the human neuropeptide S receptor; Q6W5P4; CHO-NPSR cells, cAMP TR-FRET, antagonist mode; Potency, µM (titrated, usually from 38.3 µM), for the others: at the top dose activity change, negative = inhibition, actives largely listed as inhibitors; 220,000 compounds, 1% hits; AID 1461; further: on the % scale 0 is the no-effect control and ±100 the full control effect; nearly all actives have a fitted effect of over 50% in size; many of its hits are not listed in these tables
# Target sequence (Q6W5P4 whole entry, looked up): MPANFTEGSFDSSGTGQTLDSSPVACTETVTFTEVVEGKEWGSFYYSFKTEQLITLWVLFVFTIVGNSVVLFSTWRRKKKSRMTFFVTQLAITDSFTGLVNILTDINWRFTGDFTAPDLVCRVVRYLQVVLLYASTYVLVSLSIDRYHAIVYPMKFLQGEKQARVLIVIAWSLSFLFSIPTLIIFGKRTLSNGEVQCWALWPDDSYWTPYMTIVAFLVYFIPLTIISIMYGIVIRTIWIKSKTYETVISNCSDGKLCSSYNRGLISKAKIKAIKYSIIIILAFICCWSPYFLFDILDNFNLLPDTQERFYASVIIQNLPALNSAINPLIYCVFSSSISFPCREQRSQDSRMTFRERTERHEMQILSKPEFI
# An asterisk follows results filed as active; ? = inconclusive; · = no result given; [ ] = dose if it differs, or a comment. Unless noted, the call rests on the fitted dose curve; in most records, active means well fitted curve in the direction sought with a large enough effect; inconclusive means small, poorly fitted or top-dose-only effect, or another doubt; inactive means no such curve, though single readings can be large; an effect the other way counts as inactive or inconclusive. Potency means the concentration at half of the fitted maximal effect.
# Codes – A = ALDH1A1 block; B = GAA glycogen mod; C = Tau fluor counter; D = GAA inhib; E = GAA spleen mod; F = aGal spleen mod; G = Epigenetic derep; H = NPSR antag
> Cc1sc2nc(C3CC3)nc(NCCNS(C)(=O)=O)c2c1C
  A: 32µM*	B: 7%	C: -17%	D: 0%	E: -12%	F: -4%	G: 0.4%	H: 0%[7.67 µM]
> C/C(CCN1CCc2nc(-c3ccccc3)c(-c3ccccc3)cc2C1)=N\O[C@@H](C)c1cn([C@@H]2COC[C@@H]2O)nn1
  A: -3%[13.5 µM]	B: ·	C: -2%[11.6 µM]	D: ·	E: -4%[17.4 µM]	F: -28%[17.5 µM]	G: 1.1%[10.1 µM]	H: ·
> NS(=O)(=O)c1ccc(CCNc2nc3c(-c4cccc(F)c4)nnn3c3ccccc23)cc1
  A: ?	B: 5%	C: 5%	D: ?	E: 23%	F: ?	G: 3.8%	H: -10%
> Cc1cc(C(=O)N2CCCC(C(=O)c3cccc(C(F)(F)F)c3)C2)nc(C)n1 (configuration not stated)
  A: -2%	B: -15%	C: 1%	D: 9%	E: 2%	F: 3%	G: -0.1%	H: 2%
> CC(=O)NC(Cc1c[nH]c2ccccc12)C(=O)O (configuration not stated)
  A: 9%	B: 12%	C: 4%	D: ·	E: -1%	F: -2%	G: 1.5%	H: -18%
> CCCCOc1ccc(NC(=O)C(=O)NCCCn2ccnc2)cc1
  A: 3%	B: 4%	C: -12%	D: -3%	E: -1%	F: -4%	G: 0.1%	H: 6%
> COc1ccc(N(CC(=O)Nc2ccc(S(=O)(=O)N3CCOCC3)cc2)S(=O)(=O)c2ccc(F)cc2)cc1
  A: ?	B: -24%	C: ?	D: ?	E: -13%	F: -2%	G: -3.6%	H: 18%
> O=c1c2nnn(-c3ccccc3)c2ncn1C/C=C/c1ccccc1
  A: ?	B: 14%	C: -26%	D: ·	E: 1%	F: -2%	G: 1.1%	H: 35%
> O=C(CN(C1CC1)S(=O)(=O)c1ccc(S(=O)(=O)N2CCCCCC2)cc1)Nc1ccccc1
  A: 5%	B: 11%	C: -10%	D: 1%	E: -7%	F: -2%	G: 0.2%	H: -6%[46.1 µM]
> Cc1n[nH]c(=O)nc1N/N=C/c1ccco1
  A: 2%	B: -13%	C: -12%	D: -1%	E: -8%	F: -2%	G: -1.3%	H: -2%
> Cc1cccc(Nc2ncnc(N)c2[N+](=O)[O-])n1
  A: -4%	B: 6%	C: 4%	D: -1%	E: -3%	F: -5%	G: 1.1%	H: 15%
> CCCCN1C(=O)CC(Sc2ncccc2C(=O)O)C1=O (configuration not stated)
  A: 5%	B: 12%	C: 2%	D: 11%	E: 1%	F: -4%	G: -0.7%[10.1 µM]	H: 0%
> N#Cc1ccc(-c2ccc(OCC(=O)NCCc3ccccc3)cc2)cc1
  A: -3%	B: 7%	C: 0%	D: -13%	E: -3%	F: 9%	G: 1.0%	H: -14%[46.1 µM]
> Cc1[nH]c2c(C)cccc2c1CC(=O)O
  A: -8%	B: ?	C: -15%	D: 2%	E: 5%	F: 0%	G: 0.0%	H: 1%
> CN(C)C(=O)c1ccc2c(c1)C1C3CCC(C3)C1C(c1ccccc1)N2 (configuration not stated)
  A: -8%	B: -8%	C: -4%	D: -8%	E: -1%	F: 1%	G: -6.9%	H: 43%
> CCNC(=O)NC(=O)COC(=O)c1cccc(NS(=O)(=O)/C=C/c2ccccc2)c1
  A: -5%	B: -2%	C: -8%	D: -4%	E: 2%	F: 10%	G: -0.3%	H: 1%
> CS(=O)(=O)Cc1nc2ccccc2oc1=O
  A: 5%	B: 5.6µM*	C: -6%	D: -4%	E: 2%	F: 2%	G: ?	H: -8%[46.1 µM]
> O=c1[nH]c2cc(Br)cnc2nc1/C=C(\O)c1ccc(F)cc1
  A: -4%	B: 2%	C: -15%	D: -1%	E: -3%	F: -14%	G: ?	H: -11%[46.1 µM]
> CCOC(=O)C1=C(C)NC(C)=C(C(=O)OCC)C1C(=O)OCC(=O)c1ccc2c(c1)OCCO2
  A: ?	B: -5%	C: -27%	D: -2%	E: -11%	F: 4%	G: -1.3%	H: -17%[46.1 µM]
> Cc1cccc(C)c1NS(=O)(=O)c1c(C)[nH]c(=O)[nH]c1=O
  A: 10%	B: -10%	C: 2%	D: -5%	E: 7%	F: 5%	G: -1.0%	H: -4%[46.1 µM]
> COC(=O)c1cccc2c1-c1ccccc1/C2=N/O
  A: -9%	B: 3%	C: ?	D: -9%	E: -4%	F: 0%	G: 0.0%	H: ?
> NC(=O)c1c(NC(=O)c2cccnc2Cl)sc2c1CCCC2
  A: -16%	B: 1%	C: -7%	D: -10%	E: -8%	F: 0%	G: -1.9%	H: 19%
> CCOc1nc(C)ccc1-c1noc(-c2ccco2)n1
  A: -3%	B: -2%	C: -16%	D: -2%	E: 2%	F: 2%	G: 0.0%	H: -6%[46.1 µM]
> COc1cc(C(=O)NC2CCN(Cc3nnnn3Cc3cccs3)CC2)cc(OC)c1OC
  A: 8.9µM*	B: 8%	C: -3%	D: -2%	E: -15%	F: -6%	G: -0.7%	H: -2%[46.1 µM]
> O=C(O)CC1SC(=Nc2cccc(C(F)(F)F)c2)NC1=O (configuration not stated)
  A: 10%	B: -11%	C: -9%	D: -1%	E: -3%	F: 3%	G: 0.7%	H: -1%[46.1 µM]

# Four compounds from above, limited to GAA inhib:
smiles | GAA inhib
COC(=O)c1cccc2c1-c1ccccc1/C2=N/O | -9%
NC(=O)c1c(NC(=O)c2cccnc2Cl)sc2c1CCCC2 | -10%
CCOc1nc(C)ccc1-c1noc(-c2ccco2)n1 | -2%
COc1cc(C(=O)NC2CCN(Cc3nnnn3Cc3cccs3)CC2)cc(OC)c1OC | -2%

# (cont.)
# Codes – A = ALDH1A1 block; B = GAA glycogen mod; C = Tau fluor counter; D = GAA inhib; E = GAA spleen mod; F = aGal spleen mod; G = Epigenetic derep; H = NPSR antag
> NC(=O)CSc1nc2c(sc3ccccc32)c(=O)n1CCCC(=O)NCC1CCCO1 (configuration not stated)
  A: -14%	B: 2%	C: -11%	D: 4%[15.4 µM]	E: 0%	F: 0%	G: 0.9%	H: -4%
> Nc1nc(-c2c(Cl)cccc2Cl)no1
  A: 7%	B: -9%	C: -5%	D: 4%	E: 8%	F: 3%	G: -0.2%	H: -24%
> CN(C)/C(=N\S(=O)(=O)c1ccccc1)c1ccc([N+](=O)[O-])cc1
  A: 12%	B: -3%	C: 7%	D: 3%	E: -9%	F: 6%	G: 0.0%	H: 15%
> CN1CCCC(OC(=O)CCCC(=O)OC2CCCN(C)C2)C1 (configuration not stated)
  A: -3%	B: -2%	C: -9%	D: 5%	E: 7%	F: -1%	G: 2.9%	H: 0%[46.1 µM]
> O=C(CCc1ccccc1)Nc1ccc2c(c1)OCCO2
  A: -8%	B: 5%	C: -16%	D: -2%	E: 0%	F: 7%	G: 0.3%	H: 4%[46.1 µM]
> CCC(=O)N1CCc2cc(S(=O)(=O)NCCN3CCCCC3CC)ccc21 (configuration not stated)
  A: ?	B: 10%	C: 8%	D: 3%	E: -14%	F: 11%	G: -0.7%	H: 1%[46.1 µM]
> COC(=O)c1ccc(-c2ncc(-c3cccc4ccccc34)o2)cc1
  A: ?	B: 2%	C: -26%	D: ?	E: 7%	F: ?	G: -1.0%	H: -16%
> Cc1ccc(C23CC4CC(CC(C(=O)N5CCOCC5)(C4)C2)C3)cc1
  A: -1%	B: -13%	C: -10%	D: -1%	E: -1%	F: -2%	G: 1.8%	H: -5%[46.1 µM]
> COc1ccc(C2=NN(C(=O)CSc3cn(C)c4ccccc34)C(c3ccc(OC)cc3)C2)cc1 (configuration not stated)
  A: -5%	B: -14%	C: -22%	D: -9%	E: -1%	F: 2%	G: -0.8%	H: ?
> CCCn1c(=O)c(C#N)cn(C2CC2)c1=O
  A: ·	B: 4%	C: 3%	D: ·	E: 5%	F: 0%	G: 0.0%	H: 10%
> CCOc1ccc(C(=O)/C=C/Nc2ccc(S(=O)(=O)Nc3onc(C)c3C)cc2)cc1
  A: -6%	B: 5%	C: 6%	D: -3%	E: 0%	F: -5%	G: 0.0%	H: -14%
> Cc1ccc(NC(=S)N2CCCCC2CO)cc1C (configuration not stated)
  A: 0%	B: -4%	C: -11%	D: -5%	E: -2%	F: -9%	G: 4.5%	H: -8%
> O=C(c1ccc(Br)o1)N(Cc1ccccc1)c1ccccn1
  A: ?	B: 2%	C: -11%	D: 0%	E: -7%	F: -9%	G: -2.9%	H: -7%[46.1 µM]
> CCC(=O)NCCNc1ccc([N+](=O)[O-])cn1
  A: 1%	B: -4%	C: 1%	D: -9%	E: -8%	F: 3%	G: -1.9%	H: 15%
> Cn1nnnc1SCC(=O)NC1CCCc2ccccc21 (configuration not stated)
  A: -2%	B: 6%	C: 4%	D: -3%	E: ·	F: -15%	G: -1.1%	H: 5%
> O=C(c1ccc([N+](=O)[O-])s1)N1CCc2ccccc2C1
  A: ?	B: -11%	C: -13%	D: -8%	E: -3%	F: -15%	G: -0.3%	H: 9%
> N/C(=N\OC(=O)c1cccc(Cl)c1)c1ccccn1
  A: -13%	B: 11%	C: 3%	D: -1%	E: -3%	F: -3%	G: -1.8%	H: 3%
> CCc1ccc(NC(=O)CSCc2nc(N)nc(Nc3ccccc3CC)n2)cc1
  A: -3%	B: 3%	C: -19%	D: -11%	E: -1%	F: 2%	G: 0.0%	H: -7%
> Cc1cccc(N2CCN(C(=S)c3ccccc3)CC2)c1
  A: ?	B: -8%	C: ?	D: -3%[15.4 µM]	E: -8%	F: -10%	G: 9.5%	H: -21%
> COc1ccc(NC(=O)C(CC(=O)O)C(C)c2ccccc2)cc1 (configuration not stated)
  A: 6%	B: 1%	C: 2%	D: -3%	E: 6%	F: -3%	G: -0.5%	H: 14%
> Cc1cccc(NC(=S)NCC(C)CSc2ccc(Cl)cc2)c1 (configuration not stated)
  A: ?	B: -15%	C: ?	D: -12%	E: -4%	F: -7%	G: -2.6%	H: -21%
> O=C(Cn1nnc(-c2ccccc2)n1)NCc1ccccc1
  A: 4%	B: 3%	C: 4%	D: 4%	E: -3%	F: -20%	G: 0.0%	H: 0%[46.1 µM]
> O=C(Nc1ccc(Cl)c(Cl)c1)N1CCC(N2CCCCC2)CC1
  A: 5%	B: 1%	C: -1%	D: -1%	E: -1%	F: 1%	G: -1.1%	H: 1%[46.1 µM]

# Screening data deposited in PubChem BioAssay by National Center for Advancing Translational Sciences (NCATS).

# An excerpt; count on the stated rates, not on these rows.
